Screens deposited in PubChem BioAssay by Broad Institute.
miR-122 sensor: inhibitors of miR-122 in Huh7 cells; Huh7 miR-122 Renilla luciferase sensor, 48 h; neutral wells = 0, positive control = 100; activation (reporter increase), % at 12.5 µM; 340,000 tested, 0.3% active;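 active = mean replicate activation score at least 90 and every replicate individually at or above 90; inconclusive = only one of the two criteria met; inactive = neither criterion met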;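 also: higher luciferase means less miR-122 activity so hits act as miR-122 inhibitors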
F508del corr: correctors of CFTR F508del function in bronchial epithelial cells; activity (quench increase), % at 7.58 µM; 350,000 tested, 0.36% active; AID 720511; CFBE cells, YFP halide quenching; stimulated with forskolin plus potentiator P3; % fluorescence drop versus neutral controls;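 active = mean added fluorescence quench of at least 8% versus neutral control, with both replicates also reaching 8%; inconclusive = only one of the mean or replicate conditions met; inactive = mean below 8% and not both replicates reaching 8%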;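 also: cells transiently co-express mutant CFTR-F508del with the halide-sensitive YFP; corrector assay measuring rescue of mutant channel to the surface after 24 h compound exposure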
EWS-Fli inh: inhibitors of EWS/Fli oncoprotein transcriptional activity; A673 NR0B1-luciferase reporter, viability-normalised; inhibition, % at 12.6 µM; 350,000 tested, 0.67% active; AID 651661;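 active = mean inhibition of at least 50% after viability correction, with every replicate also passing that limit; inconclusive = mean reaches 50% but only one of two replicates passes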;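 also: firefly luciferase signal divided by Alamar Blue viability fluorescence both relative to DMSO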
DENV2 CPE: inhibitors of DENV2 cytopathic effect | DENV2-infected cells, cytopathic effect rescue, plate reader | CPE inhibition, % at 9.99 µM | 350,000 tested, 1.7% active | AID 651640; in the data active = CPE inhibition above about 20%, passing the limit was not always enough; inconclusive = no clear call, values can overlap the other calls; tested in BHK-21 cells;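 also: 0% = median of neutral control wells and 100% = median of positive control wells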
GSIS activator: GLuc luminescence reporter in INS-1E cells, primary screen for activators of glucose-dependent secretion of insulin. INS-1E GLuc reporter insulin secretion, 2-3 h. activation, % at 16.6 µM. 370,000 tested, 0.61% active;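 active = lowest replicate activation of at least 40%, so every replicate reaches that level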;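 also: 0% = median of neutral control wells and 100% = median of IBMX positive control wells; some compounds called inactive have numbers as strong as hits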
PAX8 inh HTS: inhibitors of PAX8 transcriptional activity in RMG-I cells; inhibition, % at 12.6 µM; RMG-I TPO-luciferase reporter, SteadyGlo, 24 h; 360,000 tested, 1.2% active;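 active = mean replicate inhibition at least 60% with every replicate also reaching 60%; inconclusive = only one of the two criteria is met; inactive = mean below 60% and not all replicates reaching 60%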;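 also: luciferase light reporting Pax8 driven TPO promoter activity; plate controls were median of neutral control wells for no effect and mitoxantrone controls for full effect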
FN deposition inh: fibronectin deposition inhibition; AH1F fibroblasts, Alexa488-fibronectin deposition fluorescence, overnight; inhibition, % at 12.6 µM; 350,000 tested, 0.086% active; AID 743247;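 active = mean inhibition across replicates of 30% or more, regardless of how many single replicates reach that level; inconclusive = mean under 30% yet at least half of replicates reach 30%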;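 also: positive control wells lacked labelled fibronectin entirely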
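Schedule: 1 h cell adhesion before compound, then overnight fibronectin incubation; test system: AH1F fibroblast monolayer depositing Alexa488-labelled fibronectin into matrix; quantity: 10000 AH1F cells per well; probe or stimulus: fluorescent fibronectin at 24 nM final; signal: fluorescence, ex 485 nm, em 525 nm; evaluation: percent inhibition as loss of matrix-bound fibronectin fluorescence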
An asterisk follows results filed as active; ? = inconclusive; · = no result given; [ ] = another dose, or the depositor's remark. An unsorted share of the library. Share with any hit: about 3.9%.

Under each structure – DENV2 CPE, PAX8 inh HTS, FN deposition inh, EWS-Fli inh, GSIS activator, F508del corr, miR-122 sensor
O=C(NN1C(=O)C2C(C1=O)C1C=CC2C12CC2)c1cccnc1 (configuration not stated)
→ ·, 17.0, -7.3, -8.7, 8.5, -0.7, ·
C[C@@H]1CN([C@H](C)CO)C(=O)c2cccc(NS(=O)(=O)c3cccs3)c2O[C@@H]1CN(C)C(=O)Nc1ccc(F)cc1
→ 0.8, -13.9, 1.8, -23.4, -12.0, 0.7, 4.6[16.7 µM]
O=C(Nc1ccccc1F)N1CC(=O)N2[C@@H](CO)[C@@H](c3ccc(C#Cc4ccc(F)cc4)cc3)[C@@H]2C1
→ -4.0, ·, ·, ·, -26.4, -0.6, ·
C[C@@H]1CCCCO[C@H](CN(C)C(=O)NC2CCCCC2)[C@H](C)CN([C@H](C)CO)C(=O)c2cc(NS(=O)(=O)c3ccccc3)ccc2O1
→ -7.2, 3.5, -9.0, 12.3, -32.5, -0.7, -9.0[16.7 µM]
C[C@@H]1CN([C@@H](C)CO)C(=O)c2cc(N(C)C)ccc2O[C@@H]1CN(C)S(=O)(=O)c1cccs1
→ -4.6, -4.0, 5.5, 4.8, -1.2, 2.0, 0.2[16.7 µM]
C/C=C/c1ccc([C@H]2[C@H](CO)N3C(=O)CN(S(=O)(=O)c4ccccc4)C[C@@H]23)cc1
→ -2.5, ·, 2.4, 6.3, -10.9, 0.3, ·
Cc1ccc(S(=O)(=O)NCCCn2ccnc2)cc1
→ -3.3, -0.4, 4.0, 0.2, 21.4, 4.4, ·
CCCCOc1ccc(-c2nc(=S)[nH][nH]2)cc1
→ ·, ·, -8.5, ·, 1.5, ·, -2.1
COc1ccccc1-n1cc(-c2ccccc2)[nH]c1=S
→ -0.6, -7.0, -3.9, 4.1, 11.2, 3.9, ·
O=C(CSc1nc2ccccc2s1)Nc1cc(C(=O)O)cc(C(=O)O)c1
→ -6.1, 13.1, 0.5, 0.6, -4.7, -0.4, 78.2
CCC(=O)NC(=S)Nc1ccc(NC(=O)c2cc3ccccc3o2)c(OC)c1
→ 8.1, -4.3, -29.2, -20.3, -4.7, -0.6, 0.0
CN(CC(=O)Nc1ccccc1Cl)C(=O)c1ccccc1SCC(=O)N1CCCC1
→ ·, 13.7, 2.6, 2.3, -1.2, 0.2, ·
Cc1cc(C)cc(N(CC(=O)Nc2ccccc2-c2ccccc2)S(=O)(=O)c2ccccc2)c1
→ ·, -5.1, -3.3, ·, -4.0, ·, -0.3
O=C(NCCCN1CCN(c2ccccc2F)CC1)C1CC(=O)N(C2CCCC2)C1 (configuration not stated)
→ 4.6, 10.2, 4.8, -1.8, 0.7, 0.0, 0.3
C[C@@H]1CCCCO[C@@H](CN(C)S(=O)(=O)c2ccccc2)[C@@H](C)CN([C@@H](C)CO)C(=O)c2cc(NC(=O)Nc3ccc(C(F)(F)F)cc3)ccc2O1
→ ?, 44.0, 3.7, 2.8, 11.1, -2.9, -5.7[16.7 µM]
CC(C)NC(=O)N(C)C[C@@H]1OCCCC[C@@H](C)Oc2ccc(NS(=O)(=O)c3ccc(F)cc3)cc2C(=O)N([C@H](C)CO)C[C@@H]1C
→ 3.3, -4.3, -9.5, -14.2, 17.2, -0.5, 8.9[16.7 µM]
O=C(CN1CCN(S(=O)(=O)c2ccc(Br)cc2)CC1)N/N=C/c1ccc(Br)s1
→ 2.5, 12.3, 2.1, -6.8, -47.1, 0.8, ·
COC(=O)C[C@@H]1C=C[C@@H](NS(=O)(=O)c2ccccc2OC)[C@@H](CO)O1
→ -13.9, -11.8, ·, -0.3, 13.6, 1.3, ·
CCOc1ccc(S(=O)(=O)N2CCN(C(=O)c3cccnc3)CC2)cc1
→ -0.3, -38.5, -4.4, 1.8, -0.1, -2.1, ·
CC(C)c1ccc(C2(O)C(=O)Nc3cc(Br)ccc32)c(O)c1 (configuration not stated)
→ -6.5, 11.3, -1.0, 5.6, -24.3, -1.5, ·

Quoted from the entries so far (12 entries):
Under each structure – DENV2 CPE, PAX8 inh HTS, FN deposition inh, EWS-Fli inh, GSIS activator, F508del corr, miR-122 sensor
O=C(NN1C(=O)C2C(C1=O)C1C=CC2C12CC2)c1cccnc1 (configuration not stated)
→ ·, 17.0, -7.3, -8.7, 8.5, -0.7, ·
C[C@@H]1CN([C@H](C)CO)C(=O)c2cccc(NS(=O)(=O)c3cccs3)c2O[C@@H]1CN(C)C(=O)Nc1ccc(F)cc1
→ 0.8, -13.9, 1.8, -23.4, -12.0, 0.7, 4.6[16.7 µM]
O=C(Nc1ccccc1F)N1CC(=O)N2[C@@H](CO)[C@@H](c3ccc(C#Cc4ccc(F)cc4)cc3)[C@@H]2C1
→ -4.0, ·, ·, ·, -26.4, -0.6, ·
C[C@@H]1CCCCO[C@H](CN(C)C(=O)NC2CCCCC2)[C@H](C)CN([C@H](C)CO)C(=O)c2cc(NS(=O)(=O)c3ccccc3)ccc2O1
→ -7.2, 3.5, -9.0, 12.3, -32.5, -0.7, -9.0[16.7 µM]
C[C@@H]1CN([C@@H](C)CO)C(=O)c2cc(N(C)C)ccc2O[C@@H]1CN(C)S(=O)(=O)c1cccs1
→ -4.6, -4.0, 5.5, 4.8, -1.2, 2.0, 0.2[16.7 µM]
C/C=C/c1ccc([C@H]2[C@H](CO)N3C(=O)CN(S(=O)(=O)c4ccccc4)C[C@@H]23)cc1
→ -2.5, ·, 2.4, 6.3, -10.9, 0.3, ·
Cc1ccc(S(=O)(=O)NCCCn2ccnc2)cc1
→ -3.3, -0.4, 4.0, 0.2, 21.4, 4.4, ·
CCCCOc1ccc(-c2nc(=S)[nH][nH]2)cc1
→ ·, ·, -8.5, ·, 1.5, ·, -2.1
COc1ccccc1-n1cc(-c2ccccc2)[nH]c1=S
→ -0.6, -7.0, -3.9, 4.1, 11.2, 3.9, ·
O=C(CSc1nc2ccccc2s1)Nc1cc(C(=O)O)cc(C(=O)O)c1
→ -6.1, 13.1, 0.5, 0.6, -4.7, -0.4, 78.2
CCC(=O)NC(=S)Nc1ccc(NC(=O)c2cc3ccccc3o2)c(OC)c1
→ 8.1, -4.3, -29.2, -20.3, -4.7, -0.6, 0.0
CN(CC(=O)Nc1ccccc1Cl)C(=O)c1ccccc1SCC(=O)N1CCCC1
→ ·, 13.7, 2.6, 2.3, -1.2, 0.2, ·

Other records:
Under each structure – DENV2 CPE, PAX8 inh HTS, FN deposition inh, EWS-Fli inh, GSIS activator, F508del corr, miR-122 sensor
Nc1cc([N+](=O)[O-])ccc1Nc1ccc(O)cc1
→ -4.1, 1.4, 1.5, 7.4, -9.6, 2.4, -16.3
C[C@@H]1CN([C@H](C)CO)C(=O)c2cccc(NC(=O)c3cnccn3)c2O[C@H]1CN(C)Cc1ccc(C(=O)Nc2ccccc2N)cc1
→ 15.5, 1.6, 2.3, -5.4, 3.4, -2.1, ·
O=C(O)CN1C2=NCCCN2c2ccccc21
→ 0.8, 6.5, -8.7, 1.8, 12.6, 1.5, ·
Cc1cccc(Cl)c1NC(=S)NN
→ 5.7, -39.1, 10.5, -3.8, ·, -1.3, ·
COCCn1c(C)cc(C2=NNC(=NC(C)(C)C)SC2)c1C
→ ·, -29.8, ·, -47.2, -1.4, -2.3, -3.1
CCN(CC)S(=O)(=O)c1ccc(C)c(NC(=O)CSc2ncc(C(F)(F)F)cc2Cl)c1
→ ·, 20.9, 3.1, ·, 169.0*, ·, ·
CC1(C)Cc2ccccc2C2=C(C(=O)N3CCCCCC3)C(=O)C(=O)N21
→ 7.1, 16.7, -4.0, 13.9, 3.8, 1.2, ·
Cc1cccc(NC(=O)c2nc[nH]c2C(=O)NC[C@H](C)O)c1
→ 5.7, -12.2, 3.0, 6.1, -2.8, 4.1, 8.5
S=C(c1ccc(Cl)cc1)N1CCN(Cc2ccccc2)CC1
→ -4.2, -0.1, 8.0, 7.4, 7.6, 0.7, 10.4
COc1ccc(S(=O)(=O)N(C)C[C@@H]2OCCCC[C@@H](C)Oc3ccc(NC(=O)Nc4ccccc4)cc3C(=O)N([C@@H](C)CO)C[C@H]2C)cc1
→ 10.8, 5.3, 0.1, -5.7, -20.3, 0.8, 0.3[16.7 µM]
C[C@@H]1CN([C@@H](C)CO)C(=O)c2cc(NC(=O)Nc3ccc(C(F)(F)F)cc3)ccc2O[C@H]1CN(C)C(=O)Nc1ccc(C(F)(F)F)cc1
→ -13.3, 91.7*, ·, 20.9, 5.2, -5.3, 0.0[16.7 µM]
Cc1ccc(C)c(Oc2ncnc(N)c2[N+](=O)[O-])c1
→ 3.1, 6.9, -3.9, 4.6, 14.3, ·, ·
Cc1ccc(C(=O)N(CCC2=CCCCC2)c2c(N)n(Cc3ccccc3)c(=O)[nH]c2=O)o1
→ -2.7, 0.2, 11.4, 8.8, 12.9, 0.9, 14.4
COc1ccc(/C=N/NC(=O)c2ccc3nc[nH]c3c2)c(OC)c1
→ 5.4, -5.9, 4.1, ·, -1.0, 0.2, -7.9
COc1ccc(S(=O)(=O)Nc2ccc3c(c2)C(=O)N([C@H](C)CO)C[C@H](C)[C@@H](CN(C)CC2CCCCC2)O3)cc1
→ -1.1, 18.7, ·, 2.0, -1.8, 2.5, 0.7[16.7 µM]
CC1CCN(CC(=O)Nc2ccc(S(=O)(=O)NC3CC3)cc2)CC1
→ -6.3, 5.9, 13.4, 7.9, 0.6, 1.4, 5.4
COc1ccc(C(=O)NC(=S)Nc2ccc(S(=O)(=O)Nc3cc(OC)nc(OC)n3)cc2)cc1
→ -5.1, -0.8, 7.8, 0.3, -2.8, 4.2, ·
O=C(CN1CCN(c2ccc(F)cc2)CC1)Nc1nnc(-c2ccccc2)s1
→ ·, -6.6, 5.3, ·, ·, ·, -4.5
CC(OC(=O)Cc1ccccc1[N+](=O)[O-])C(=O)Nc1ccc(Cl)cn1 (configuration not stated)
→ 5.8, 9.0, 5.6, -3.7, 0.2, -0.8, 0.5
CC(C)CNC(=O)c1cnn2c(C(F)(F)F)cc(C(F)(F)F)nc12
→ -2.6, 42.9, -3.6, 0.2, -11.6, 0.2, 1.3

More compounds
Under each structure – DENV2 CPE, PAX8 inh HTS, FN deposition inh, EWS-Fli inh, GSIS activator, F508del corr, miR-122 sensor
NNC(=O)CSCc1ccc(Cl)cc1Cl
→ ·, -20.4, -5.2, ·, -10.2, ·, ·
CCOc1ccccc1C1NC(=O)NC(C)=C1C(=O)OCc1ccccc1 (configuration not stated)
→ -3.3, -54.2, 3.4, -7.6, -5.5, -1.9, -1.2
COc1ccc(CNC(=O)CCC(=O)N2CCN(C(C)=O)CC2)cc1
→ 0.1, -6.5, -3.8, -5.2, 9.2, -1.0, ·
O=c1sc2ccccc2c(N2CCOCC2)c1[N+](=O)[O-]
→ 9.3, 25.6, -1.4, -8.6, 1.0, 1.7, -2.6
O=C(O)CCCn1cc(NC(=O)COc2ccccc2F)cn1
→ 4.0, -7.4, 0.9, -11.4, 10.7, -1.4, -2.3
Cc1ccc(SCCN2CCN(CC(C)C)CCC2=O)cc1
→ 0.7, -58.0, 5.9, -31.7, ·, -0.3, -1.4
CC1(C)CC(=O)C=C(c2cccc3c2oc2ccccc23)C1
→ -1.9, -24.3, -6.1, -13.5, 2.2, -2.6, -8.0
NC(=O)C1CCN(C(=O)CCSc2ccc(Cl)cc2)CC1
→ -4.2, -15.4, ·, -24.7, 29.1, ·, -10.3
CN(C)S(=O)(=O)c1cccc(NC(=S)N/N=C/c2ccc(O)c(O)c2O)c1
→ 13.9, 7.2, 1.6, -7.3, 8.9, 1.1, -69.8
COc1cc(/C=N/NC(=O)c2ccncc2)ccc1Oc1ccc([N+](=O)[O-])cn1
→ -3.1, 3.6, 7.7, 5.1, 6.9, -2.7, -0.9
